# KDM5B inhibitor: inhibitors of human KDM5B histone demethylase | Q9UGL1 | KDM5B demethylase, FDH-coupled NADH fluorescence (FDH is formaldehyde dehydrogenase) | Potency, µM (highest dose often 57.7 µM), for the others: at the top dose activity change, negative = inhibition, usual class: inhibitors | 220,000 compounds, 2.6% hits | AID 1347165; active means well fitted inhibition curve with a large enough effect; inconclusive means small, poorly fitted or top-dose-only effect; inactive means no such curve, though single readings can be large or run the other way; further: 0% is about no effect; nearly all actives have a fitted effect of over 70% in size
#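 Compound dilutions met 200 nM (final) KDM5BΔAP for 10 min at room temperature before substrate addition. The substrate mix held 12.5 µM H3K4me3 with cofactors 25 µM α-ketoglutarate and 50 µM Fe²⁺. NADH signal gain over 30 min defined activity.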
# Starred values were filed as active, the others as inactive; ? = inconclusive; [ ] = another dose, or the depositor's remark. Potency means the concentration at half of the fitted maximal effect. Some of the compounds tested; count on the stated rates, not on these rows.
SMILES,KDM5B inhibitor
O=C(c1ccc2ccccc2n1)N1CCN(C(=O)c2nnn3c2COC(c2ccccc2)C3)CC1 (centres undefined),21%
O=C(N[C@H](Cc1ccncc1)C1CC(O)C1)c1cccn2cnnc12 (some centres undefined),22µM*
N#Cc1ccc2[nH]cc(C=O)c2c1,16%
CC(NC(=O)COc1ccc(S(=O)(=O)N2CCOCC2)cc1)c1ccccc1 (centres undefined),-4%
CCOc1ccccc1CNC(=O)c1ccc2c(c1)N(S(C)(=O)=O)CC2,-3%
CCN(CC)C(CNS(=O)(=O)c1cccs1)c1ccsc1 (centres undefined),22%
COc1ccc(OC)c(NC(=O)CSC2=Nc3ccccc3C3=NC(CCC(=O)NCCc4ccccc4)C(=O)N23)c1 (centres undefined),0%
O=C(NCc1cccnc1)c1ccc(/C=C/c2ccc3ccccc3n2)cc1,?
O=C1/C(=C/c2cccnc2)Cc2c(Cl)cccc21,-22%
Cc1ccc(-c2noc(-c3ccc(Br)o3)n2)cc1,12%
CC(=O)Nc1ccc(/C=C/c2nc(-c3ccccc3O)n(-c3ccccc3)n2)cc1,?
COc1cccc(C(=O)OCc2nc3ccccc3o2)c1O,12%
CC(=O)N(CCS(=O)(=O)c1ccc(Cl)cc1)Cc1cccs1,20%
CN(Cc1ccccc1)C(=O)COc1ccc(C(C)(C)C)cc1,22%
O=C(NC1CC1)c1nc(-c2cccc(C(F)(F)F)c2)c2ccccn12,?
CC1(c2ccccc2)N(Cc2ncccn2)C(=O)OC12CCN(C(=O)Cc1ccc(O)cc1)CC2 (centres undefined),?
CCOc1ccc(Nc2oc(-c3ccc(OCC)cc3)nc2C#N)cc1,16%
COc1ccc(S(=O)(=O)NC[C@H]2COCc3nc4ccc(C)cc4n32)cc1,24%[86.2 µM]
COc1ccc(NC(=O)CSc2nnc3ccccn23)cc1S(=O)(=O)N1CCCCC1,?
CC(O)c1cc2n(n1)CCN(C(=O)CN1CCCN(C)CC1)C2 (centres undefined),?
COC[C@@H]1CN(S(=O)(=O)c2ccc3c(c2)CCCC3)C[C@H]1C(N)=O,20%
Cc1cccc(C)c1NC(=O)CN1C(=O)NC(c2ccccc2Cl)C2=C1COC2=O (centres undefined),5%
CC(Oc1ccccc1)C(=O)Nc1ccc(OCc2ccccc2)cc1 (centres undefined),13%
COc1ccc(-c2nc(C3CC3)nc3c2CCN([S+](=O)([O-])c2cccc(C(F)(F)F)c2)CC3)cc1,8%[115 µM]
CCCCCCn1nc(C(=O)OCC(=O)Nc2ccc(C)c(F)c2)c2ccccc2c1=O,-13%

# Next section; the last 2 above are carried over.
SMILES,KDM5B inhibitor
COc1ccc(-c2nc(C3CC3)nc3c2CCN([S+](=O)([O-])c2cccc(C(F)(F)F)c2)CC3)cc1,8%[115 µM]
CCCCCCn1nc(C(=O)OCC(=O)Nc2ccc(C)c(F)c2)c2ccccc2c1=O,-13%
COc1ccc(Cn2nccc2NC(=O)c2cc(=O)c3cc(C)ccc3o2)cc1,16%
COc1cccc(C(=O)N2CCCN(C(=O)C3CC3)c3ccccc32)c1OC,19%
COc1cccc(-c2nc(-c3ccc4c(c3)CCC4)cs2)c1OC,0%
O=C1CC(c2nc(-c3cn4ccccc4n3)no2)CN1Cc1cccnc1 (centres undefined),-23%
O=C(CCc1ncc(-c2ccc(F)cc2F)o1)NCc1ccco1,10%
Cc1ccc(-c2n[nH]c3c2C(c2ccccc2Cl)N(c2ccc(C(=O)O)cc2)C3=O)cc1 (centres undefined),9%
FC(F)(F)c1cccc(Nc2nc(CN3CCOCC3)nc3sc4c(c23)CCCC4)c1,-19%
CSc1ccc(-c2ccccc2CN)cc1,6%[149 µM]
COC[C@@H]1CN(C(=O)c2ccc3c(c2)OCO3)C[C@H]1c1ccccn1,-2%
COCCNC(=O)CCCN1C(=O)COc2ccc(C(=O)COc3c(C)ccc(C)c3C)cc21,0%
N#Cc1cccc(S(=O)(=O)Nc2c(NC3CCCC3)c3ccccc3oc2=O)c1,-2%
CN(CC(=O)C(C#N)c1ccccc1)Cc1ccccc1 (centres undefined),13%
Cc1nn(C)c(C)c1CCN(C)C(=O)C1Cn2cccc2C(=O)N1C (centres undefined),-15%
Cc1ncoc1C(=O)N[C@@H]1CN(Cc2cccnc2)C[C@H]1CN(C)C,-3%
COc1ccc(Cl)cc1C(=O)N1CCC2(CC1)N(C)C(=O)CS2(=O)=O,15%
COc1ccccc1Oc1c(C)oc2c(CN3CCOCC3)c(O)ccc2c1=O,?
COc1cc(C2CC(=O)Oc3n[nH]c(-c4ccccc4)c32)cc(OC)c1OC (centres undefined),-14%
CCOC(=O)c1ccc(-c2ccc(/C=C(\C#N)c3nc4ccc(C)cc4[nH]3)o2)cc1,?
CC(=O)Nc1ccc(N/C=C(\C#N)c2nc(C3CC3)cs2)cc1,1%
Cc1cnc(C(=O)N2CC3CC(C2)[C@@H]2CCCC(=O)N2C3)cn1 (some centres undefined),?
COC(=O)C1=C(C)N(C)C(C)=C(C(=O)OC)C1c1ccc(C(F)(F)F)cc1,26%
CCCc1cc(=O)oc2cc(OCC(=O)N3CCc4ccccc43)ccc12,22%
O=C(COCc1cc(-c2ccc(F)cc2)on1)Nc1cc(Cl)cc(Cl)c1,5%
Cc1ccc(S(=O)(=O)Nc2ccc(C)n(CC(=O)Nc3cccc(C)c3C)c2=O)cc1,-17%
Cc1ccc(-n2c(SCc3ccccc3F)nc3[nH]ncc3c2=O)cc1Cl,-16%
# (cont.)
SMILES,KDM5B inhibitor
c1ccc(CN(Cc2nc(-c3ccccn3)no2)CC2CC2)cc1,24%
O=c1cc(-c2ccccc2)c2ccc(OCc3ccc(-c4ccccc4)cc3)cc2o1,13%
CNc1c(NC(=O)c2c(F)cccc2F)c(=O)oc2ccccc12,10%
COc1cc(CN(C(=S)NCC(=O)NCc2ccccc2Cl)C2CCCC2)cc(OC)c1OC,-2%
COCCN(Cc1ccco1)C(=O)c1cc2c(=O)[nH]c3ccc(C)cc3c2s1,?
CCC(=O)N1CCc2cc(CNC(=O)Nc3ccc(OC)cc3OC)ccc21,-59%
COc1ccc(Nc2nnc(-n3nc(C)cc3C)c3ccccc23)cc1,10%
COc1ccc(C(=O)NC(C)c2ccc(-n3ccnc3)cc2)cc1[N+](=O)[O-] (centres undefined),22%
CCCN1C(SCC(=O)Nc2ccc(OC)c(OC)c2)=NS(=O)(=O)c2ccccc21,-6%
CNCc1c(F)cccc1F,-16%[230 µM]
Cc1cccc(C(=O)NC2=NC(c3ccc(Cl)cc3)CC(=O)N2)c1 (centres undefined),-22%
Cc1cc(C(=O)Nc2nc(-c3ccc(C)c(C)c3)c(C)s2)no1,5%
CCN(C(=O)Cn1cc(C(=O)c2ccc(F)cc2)c(=O)c2ccc(C)nc21)c1cccc(C)c1,-22%
CCCn1nc(C(=O)OC(C)C(=O)Nc2cccc(S(=O)(=O)N(C)C)c2)c2ccccc2c1=O (centres undefined),4%
CCN(CC)Cc1nc(C2(O)CCN(Cc3ccc(F)cc3)CC2)cs1,9%[86.2 µM]
Cc1ccc(NC(=O)c2nn(Cc3ccccc3)c(=O)c3ccccc23)c(Cl)c1,11%
O=C(COc1nc2ccccc2nc1N1CCOCC1)NCC(F)(F)F,3%
CCOc1cccc(CN2C(=O)C3(CCOCC3)CC2c2nnnn2C(C)(C)C)c1 (centres undefined),5%
N#Cc1c(Nc2ccccc2)ccnc1NCc1ccccc1,?
COC(=O)C1=C(C)N=C2SC=C(CC(=O)N3CCCC3)N2C1c1ccc(OC)cc1 (centres undefined),-32%
Cn1c(=O)[nH]c(=O)c2c1nc(CN1CCOCC1)n2Cc1ccccc1F,-6%
O=C(c1cccc2[nH]ccc12)N1CC[C@@H]2COCCN(Cc3ccncc3)[C@@H]2C1,28µM*
O=[S+]([O-])(c1ccc(Br)cc1)c1nnn2c1nc(NC1CC1)c1ccccc12,30%[115 µM]
CCOCCCNC(=O)c1cn(CC)c2ccc(S(=O)(=O)N3CCOCC3)cc2c1=O,-4%
CC(C)NC(=S)NN=C1CCCCCC1,-7%
# The list goes on.
SMILES,KDM5B inhibitor
C#CCn1c(=O)n(-c2cccc(Cl)c2C)c(=O)c2c3c(sc21)CN(C(C)=O)CC3,-16%
COc1ccc(N2CC(C(=O)N(C)C)NC2=O)cc1 (centres undefined),14%[86.2 µM]
Clc1ccc(C2Cn3nnc(-c4noc(C5CCC5)n4)c3CO2)cc1 (centres undefined),0%
C=CCNC(=O)N[C@H]1C[C@H]2C(=O)Nc3ccc(-c4cccs4)cc3C(=O)N2C1,?
CC(C)c1cnc2c(c1SCC(=O)NCc1ccccc1)c(=O)n(C)c(=O)n2C,-10%
CCCSc1ncc(Cl)c(C(=O)Nc2ccc(S(=O)(=O)N3CCCCC3C)cc2)n1 (centres undefined),-29%
COc1ccc(C(=O)Oc2ccccc2OC)cc1Br,16%
COc1cc(OC)c(NC(=O)C2CCN(S(=O)(=O)c3ccc4c(c3)oc(=O)n4C)CC2)cc1Cl,-45%
CC(SC(=S)N(C)C)C(=O)NC(C)c1ccc(F)cc1 (centres undefined),23%
Cc1ccc(CNC2C3CC4CC(C3)CC2C4)s1 (centres undefined),6%
CCn1ncc(N2CCC(NC(=O)C(C)(C)C)CC2)cc1=O,-15%
COc1ccc(C2C3=C(CC(C)(C)CC3=O)Nc3n[nH]c(-c4ccccc4)c32)cc1OC (centres undefined),?
O=CN1CCN(C(=O)Cn2nc(C(=O)O)c3ccccc3c2=O)CC1,-5%
OCCCNc1c2ccccc2nc2ccccc12,-17%
COc1ccc(C(=O)N2CCC(N3CC4CC(C3)[C@H]3CCCC(=O)N3C4)CC2)c(C)c1 (some centres undefined),?
C/[N+]([O-])=C/c1ccncc1,?
Cc1ccc(NC(=O)c2ccc(CN3CC(=O)N4CCCCC4C3=O)cc2)c(Cl)c1 (centres undefined),-9%
O=C(Nc1ccccc1C(F)(F)F)C1CCN(c2nnc(-n3cccc3)s2)CC1,0%
CN(C(=O)Nc1cnccc1C(F)(F)F)C1CCCCC1,-51%
CNc1cc(C)nc(N2CCN(Cc3ccc(C)cc3)C(CCO)C2)n1 (centres undefined),23%
C#CCOc1ccc(/C=C(/C#N)c2ccc(Cl)cc2)cc1I,16%
CC(=O)N1CCC(c2nn(-c3ccccc3)c(=O)[nH]2)CC1,16%[86.2 µM]
O=C(NC1CCSc2ccccc21)c1cccc([N+](=O)[O-])c1 (centres undefined),10%
COC(=O)N1CCC2(CC1)C(=NC1CCCC1)NC(=O)N2c1cc(F)cc(F)c1,18%
CC1(C(=O)N2CCN(c3ccccn3)CC2)CCc2cnc(NCc3ccccc3)nc21 (centres undefined),?
# Later entries:
SMILES,KDM5B inhibitor
CCn1c(CSc2nnc(-c3ccncc3)n2C)nc2cc(C(=O)O)ccc21,?
CSc1ccc(CCNC(=O)c2c(C)oc3ncn(C)c(=O)c23)cc1,-7%
Cc1c(C(=O)N(C)C)sc2c1c(=O)n(-c1ccc(F)cc1)c(=O)n2CC(=O)N(C)c1ccccc1,-6%
CCc1nc2c(c(-c3ccc(Cl)cc3)n1)CCN(Cc1cccn1C)CC2,12%
COc1ccc(NS(=O)(=O)c2cc(-c3cnc(C)o3)ccc2C)cc1OC,9%
COc1cc(OC)c(C(=O)NCc2coc(-c3cccs3)n2)cc1OC,-14%
O=C(CN1CCCn2nc(CO)cc2C1)NCCc1ccccc1,28%
CN(C)C[C@@H]1CN(c2ncccn2)C[C@H]1NC(=O)c1cnn(C)c1,28µM*
CC(NC(=O)CCNC(=O)C(C)(C)C)C(=O)NC1CCCC1 (centres undefined),4%
CCNC(=O)N1CCCCCCNC(=O)[C@@H]2CCC[C@@H]21,24%
O=C(c1cccc(-n2cnnc2)c1)N1CCC[C@H]1c1nc(-c2ccncc2)no1,25%
CCn1c(N)c(-c2csc(Nc3cc(C)ccc3C)n2)c(=O)[nH]c1=O,?
COCc1cc(=O)n(CC(=O)Nc2ccc(OC)c(Cl)c2)c(N2CCOCC2)n1,-32%
COc1ccc(CN[C@H]2C[C@@H](Cc3cc(CCO)on3)C2(C)C)cc1,-21%[86.2 µM]
CC(C)CCN1CCC(N2CCN(C(=O)c3ccsc3)CC2)C1=O (centres undefined),-16%
Cc1nnc(NC(=O)c2cc(-c3ccccc3C)nc3ccccc23)s1,5%

# A stretch taken from the entries so far, as a working copy:
SMILES,KDM5B inhibitor
CSc1ccc(CCNC(=O)c2c(C)oc3ncn(C)c(=O)c23)cc1,-7%
Cc1c(C(=O)N(C)C)sc2c1c(=O)n(-c1ccc(F)cc1)c(=O)n2CC(=O)N(C)c1ccccc1,-6%
CCc1nc2c(c(-c3ccc(Cl)cc3)n1)CCN(Cc1cccn1C)CC2,12%
COc1ccc(NS(=O)(=O)c2cc(-c3cnc(C)o3)ccc2C)cc1OC,9%
COc1cc(OC)c(C(=O)NCc2coc(-c3cccs3)n2)cc1OC,-14%
O=C(CN1CCCn2nc(CO)cc2C1)NCCc1ccccc1,28%
CN(C)C[C@@H]1CN(c2ncccn2)C[C@H]1NC(=O)c1cnn(C)c1,28µM*
CC(NC(=O)CCNC(=O)C(C)(C)C)C(=O)NC1CCCC1 (centres undefined),4%
CCNC(=O)N1CCCCCCNC(=O)[C@@H]2CCC[C@@H]21,24%
O=C(c1cccc(-n2cnnc2)c1)N1CCC[C@H]1c1nc(-c2ccncc2)no1,25%
CCn1c(N)c(-c2csc(Nc3cc(C)ccc3C)n2)c(=O)[nH]c1=O,?
COCc1cc(=O)n(CC(=O)Nc2ccc(OC)c(Cl)c2)c(N2CCOCC2)n1,-32%
COc1ccc(CN[C@H]2C[C@@H](Cc3cc(CCO)on3)C2(C)C)cc1,-21%[86.2 µM]
CC(C)CCN1CCC(N2CCN(C(=O)c3ccsc3)CC2)C1=O (centres undefined),-16%
Cc1nnc(NC(=O)c2cc(-c3ccccc3C)nc3ccccc23)s1,5%

# Screening data from PubChem BioAssay.
